RXFP1 ag: agonists of human relaxin receptor RXFP1; Q9HBX9; Potency, µM (doses to about 57.5 µM), without a hit: at the top dose activation, hits mostly activators; HEK293T-RXFP1 cAMP TR-FRET, 30 min; response scale: percent of porcine relaxin response, buffer zero; actives 0.3% (n = 370,000); active = well fitted activation curve with a large enough effect; note: potency is the fitted concentration of half-maximal effect; % is set by controls: 0 for no effect and ±100 for the full control effect; nearly all actives have a fitted effect of over 60% in size; many of its hits are not listed in these tables
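HEK293 cells stably expressing RXFP1, treated 30 min at 37C with compounds plus PDE4 inhibitor Ro 20174; cAMP measured by HTRF TR-FRET. Normalized to buffer and 29 nM porcine relaxin; EC50 by Hill fit.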
D2 ag: agonists of human D2 dopamine receptor | activation, % at 2 µM | HEK293 T-REx D2 cells, calcium flux agonist mode | AID 485358 | actives 0.53% (n = 340,000) | P14416;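 active = activation over 3 SD above normal in the single-dose calcium agonist read, cut at about 30% in these data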; note: 0% is about no effect
Target sequence (P14416 whole entry, looked up): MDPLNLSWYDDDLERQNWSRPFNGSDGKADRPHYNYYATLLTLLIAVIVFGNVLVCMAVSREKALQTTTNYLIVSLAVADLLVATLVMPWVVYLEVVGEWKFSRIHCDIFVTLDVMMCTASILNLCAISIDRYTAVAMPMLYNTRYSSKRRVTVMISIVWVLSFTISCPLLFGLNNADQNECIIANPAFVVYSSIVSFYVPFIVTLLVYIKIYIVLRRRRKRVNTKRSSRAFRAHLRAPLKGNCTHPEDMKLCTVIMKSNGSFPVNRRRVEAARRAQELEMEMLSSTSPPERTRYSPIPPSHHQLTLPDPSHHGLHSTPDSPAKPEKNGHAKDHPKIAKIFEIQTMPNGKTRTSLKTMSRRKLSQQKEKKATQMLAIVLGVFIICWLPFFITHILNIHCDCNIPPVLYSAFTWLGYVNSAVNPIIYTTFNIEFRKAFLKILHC
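In this primary screen, compounds producing a positive calcium signal within 180 s of addition to tetracycline-induced, force-coupled HEK293 Trex D2 cells are flagged; cells are dye-loaded with a no-wash calcium kit beforehand.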
D2 antag: antagonists of human D2 dopamine receptor; P14416; actives 2% (n = 340,000); HEK293 TREx D2 cells, calcium flux, dopamine EC80; inhibition, % at 10 µM; in the data active = inhibition above about 30%; note: 0% is about no effect
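Tetracycline-induced HEK293 TREx cells expressing D2 receptor forced-coupled to calcium signalling, loaded with no-wash calcium dye. Compounds added and calcium flux read 180 s, then dopamine added at EC80 and read a further 180 s.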
D1 potentiator: enhances dopamine response at the human D1 receptor; P21728; HEK293 TREx D1 cells, calcium flux, dopamine EC20 potentiation; potentiation, % at 10 µM; actives 0.036% (n = 360,000); in the data active = potentiation above about 30%; note: 0% is about no effect
TRHR enhancer: TRH receptor (human) allosteric enhancement. TRHR cells, fluo-8 calcium fluorescence, EC20 TRH enhancement. actives 0.66% (n = 360,000). enhancement, % at 2 µM. P34981. AID 493056; in the data active = enhancement above about 30%; note: 0% is about no effect
Target sequence (P34981 whole entry, looked up): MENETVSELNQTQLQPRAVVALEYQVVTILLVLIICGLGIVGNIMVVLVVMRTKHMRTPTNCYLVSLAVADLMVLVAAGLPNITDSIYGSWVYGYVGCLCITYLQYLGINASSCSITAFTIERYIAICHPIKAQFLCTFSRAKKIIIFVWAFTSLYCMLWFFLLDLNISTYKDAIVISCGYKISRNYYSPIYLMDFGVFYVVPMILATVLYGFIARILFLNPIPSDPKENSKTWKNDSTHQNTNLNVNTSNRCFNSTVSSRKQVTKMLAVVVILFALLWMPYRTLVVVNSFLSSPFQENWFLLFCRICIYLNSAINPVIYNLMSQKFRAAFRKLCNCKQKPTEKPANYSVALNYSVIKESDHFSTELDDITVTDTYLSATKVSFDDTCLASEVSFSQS
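TRHR-expressing cells loaded with fluo-8 calcium dye were read kinetically (ex 480/em 530) during compound addition, then stimulated with an EC20 of TRH (10 nM final). Enhancement of the Gq-mediated intracellular calcium response was scored.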
RXFP1 antag: RXFP1 (human) relaxin receptor antagonism; Q9HBX9; HEK293-RXFP1, relaxin-stimulated cAMP HTRF, 30 min; hits give low values; activity change, negative = inhibition, % at 57.5 µM; actives 0.59% (n = 350,000);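 active = activity change of -60% or lower, but not beyond a set lower limit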; note: % is set by controls: 0 for no effect and ±100 for the full control effect
D1 ag: activates the human D1 dopamine receptor; actives 1% (n = 360,000); P21728; activation, % at 2 µM; HEK293 T-REx D1 cells, calcium flux, agonist mode; AID 504660; in the data active = activation above about 30%; note: 0% is about no effect
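Inducible HEK293 T-REx D1 cells, force-coupled to calcium signalling, were plated at 4000 cells/well with tetracycline and held overnight at 30 C. After no-wash calcium dye loading, compound-evoked calcium rise over 180 s flagged agonists.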
D1 antagonist: blocks dopamine activation of the human D1 receptor. P21728. HEK293 TREx D1 cells, calcium flux, dopamine EC80; hits give low values. activity change, negative = inhibition, % at 10 µM. actives 3.2% (n = 360,000); in the data active = activity change below about -30%; note: % is set by controls: 0 for no effect and ±100 for the full control effect
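Tetracycline-induced HEK293 Trex D1 cells, force-coupled to calcium, dye-loaded; compounds added and read 180 s, then EC80 dopamine added and calcium flux tracked kinetically another 180 s.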
D2 potentiator: positive allosteric modulators of human D2 dopamine receptor. P14416. HEK293 T-REx D2, calcium flux, EC20 dopamine potentiation. potentiation, % at 10 µM. actives 0.34% (n = 340,000);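 active = potentiation over 3 SD above the plate norm, cut at about 30% in these data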; note: 0% is about no effect
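Using a no-wash calcium dye in inducible, force-coupled HEK293 Trex cells expressing D2, we tracked fluorescence each second for 180 s after compound, then for 180 s after EC20 dopamine to detect augmented signalling.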
Starred values were filed as active, the others as inactive; . = not tested or not shown. An excerpt; the hit share may differ from the screen's.

SMILES	RXFP1 ag	D2 ag	D2 antag	D1 potentiator	TRHR enhancer	RXFP1 antag	D1 ag	D1 antagonist	D2 potentiator
COc1ccc(C2CC(C(F)(F)F)n3nc(C(=O)O)cc3N2)cc1OC (configuration not stated)	2.5%	0.7	-22	-2	-1	34	4	1	9
CNC(=O)c1ccsc1NC(=O)C1CCCN1S(=O)(=O)c1cccs1 (configuration not stated)	-0.7%	0.2	-3	-1	0	5	2	7	-2
O=c1cc(CNC2CCCCC2)c2ccccc2[nH]1	0.6%	1.0	1	0	-8	12	2	-1	-1
Cc1ccc(S(=O)(=O)NCC(=O)N(CC(=O)NC2CCCCC2)CC2CCCO2)cc1 (configuration not stated)	-2.2%	0.2	-1	-1	6	-22	0	14	10
COc1cc(C)ccc1OCCOCCOc1c(C)cc(C)cc1Br	1.8%	-2.2	11	10	-7	-16	5	6	-3
CSCCC1NC(=O)N(CC(=O)N2CCc3ccccc3C2)C1=O (configuration not stated)	-1.7%	-0.1	15	-6	1	9	0	13	0
CCCc1cc(=O)oc2cc(C)cc(OCC(=O)NCCCn3ccnc3)c12	1.9%	-0.2	-1	-4	-1	-2	5	-7	2
CCOC(=O)C1CCCN(S(=O)(=O)c2cc3[nH]c(=O)c(=O)[nH]c3cc2C)C1 (configuration not stated)	6.9%	0.4	22	2	-5	-12	4	-13	-5
COc1ccc(-c2onc(C)c2-c2ccc(C(=O)OC(C)C)o2)c(O)c1	-1.1%	-2.5	15	-8	4	-32	5	-9	-9
COc1cc(/C=N/NC(=O)c2nc3ccccn3c2C)cc(OC)c1O	2.0%	1.0	0	-6	6	-7	4	-12	5
CC(Oc1cc2oc(=O)c3c(c2cc1Cl)CCC3)C(=O)N1C[C@H]2C[C@@H](C1)c1cccc(=O)n1C2 (some centres not stated)	2.0%	-0.2	-16	-4	9	.	0	4	10
COc1ccc(/C=N/n2cnn(Cc3ccccc3Cl)c2=S)cc1	-1.2%	0.6	-3	0	-2	-5	8	-9	13
CCOCCCNC(=O)CN1CCN(Cc2ccccc2C)C1=O	-0.8%	-0.1	-2	-4	-2	.	0	-2	10
Clc1ccc(CON/C=N/c2ncnc3sccc23)c(Cl)c1	6.0%	-0.2	-6	-3	1	-12	4	-3	6
O=C(COC(=O)c1ccc(Cl)cc1Cl)Nc1cccc(S(=O)(=O)NC2=NCCC2)c1	1.2%	-0.2	17	-3	0	1	-1	-18	-9
O=C(CSc1nnc(Cc2cc(=O)[nH]c(=O)[nH]2)n1-c1ccccc1)N1CCCc2ccccc21	2.2%	0.3	5	-2	7	-4	2	2	5
Cc1oc2ncn(CC(C)C)c(=O)c2c1C(=O)N(Cc1ccccc1)C(C)C	-4.3%	1.4	.	4	3	.	1	5	-3
CCCCNC(=O)c1ccc2c(c1)NC(=O)C(CS(=O)(=O)Cc1cccc(C)c1)N2 (configuration not stated)	16%	4.6	.	-4	-6	-23	8	-10	2
CCOc1ccc(C(C(=O)NC2CCCCC2)N(CCOC)C(=O)c2snc(C(N)=O)c2N)cc1 (configuration not stated)	19%	-0.9	-8	-3	2	18	11	41	-5
Cc1nc2cc(NCc3nc4ccccc4n3Cc3ccccc3)ccc2n1C	-0.4%	-0.1	-8	-10	2	.	6	-13	9
Nc1nc(SCC(=O)Nc2ccc(F)cc2)[nH]c(=O)c1NC(=O)c1ccc(F)c(F)c1	0.6%	1.0	13	-4	-1	-27	8	-7	11
CCCSCCCNC(=O)C1CCCN(c2nn3cc(-c4ccc(OC)cc4)nc3s2)C1 (configuration not stated)	-1.0%	-0.3	.	-1	-4	-31	0	-8	-19
N=c1c2c(-c3ccccc3)c(-c3ccccc3)n(Cc3ccco3)c2ncn1CCCN1CCOCC1	1.5%	0.4	-30	-4	0	-23	7	4	5
COc1ccc(NC(=O)CN(c2ccc(C)cc2)S(=O)(=O)c2c(C)nn(C)c2C)cc1OC	0.1%	-0.6	-5	-1	9	-8	0	-1	-5
CC(C)C(NC(=O)C1CCCCC1)C(=O)NCc1ccccn1 (configuration not stated)	0.5%	-0.1	14	-5	-4	-8	2	20	23

3 entries from above, bar-delimited.
canonical_smiles | RXFP1 ag | D2 ag | D2 antag | D1 potentiator | TRHR enhancer | RXFP1 antag | D1 ag | D1 antagonist | D2 potentiator
CCCCNC(=O)c1ccc2c(c1)NC(=O)C(CS(=O)(=O)Cc1cccc(C)c1)N2 (configuration not stated) | 16% | 4.6 | . | -4 | -6 | -23 | 8 | -10 | 2
CCOc1ccc(C(C(=O)NC2CCCCC2)N(CCOC)C(=O)c2snc(C(N)=O)c2N)cc1 (configuration not stated) | 19% | -0.9 | -8 | -3 | 2 | 18 | 11 | 41 | -5
Cc1nc2cc(NCc3nc4ccccc4n3Cc3ccccc3)ccc2n1C | -0.4% | -0.1 | -8 | -10 | 2 | . | 6 | -13 | 9

Continuation.
SMILES	RXFP1 ag	D2 ag	D2 antag	D1 potentiator	TRHR enhancer	RXFP1 antag	D1 ag	D1 antagonist	D2 potentiator
C=CCNS(=O)(=O)c1cc(S(=O)(=O)NCC=C)c(OC)cc1OC	2.2%	-1.3	6	-3	4	-2	2	-3	7
Cc1cc(/C=C(\C#N)C(=O)N2CCOCC2)c(C)n1C1CCCC1	-6.1%	0.0	-5	-3	0	1	5	-10	-5
COc1ccccc1-c1coc2c(CN3CCOCC3)c(O)ccc2c1=O	6.8%	1.0	-1	-4	1	-7	-3	-4	3
Cc1csc2nc(CNS(=O)(=O)c3ccc4c(c3)OCCO4)cn12	0.6%	0.1	3	-6	1	6	6	-2	1
COc1ccc(/C=N/n2c(C)nc3sc(C)c(C)c3c2=O)cc1	1.8%	-0.2	-11	-5	9	9	2	16	16
O=C(Nc1ccc2nc(SCC(=O)N3CCOCC3)sc2c1)c1ccc(F)cc1	8.3%	-0.4	.	0	-9	-30	2	-20	-23
Cc1cc(C)cc(NC(=S)Nc2ccc3cn[nH]c3c2)c1	-0.3%	.	.	-12	11	-2	-1	9	.
CCc1ccccc1N1C(=O)C2C3CC(=O)C(c4ccccc43)C2C1=O (configuration not stated)	2.6%	-0.2	11	-2	24	-5	3	38	-5
c1ccc(-c2cnnc(N3CCOCC3)n2)cc1	0.9%	-1.4	-11	-3	6	-7	2	10	-2
COc1ccc(OC)c(-c2csc(-c3cccs3)n2)c1	4.7%	1.3	0	.	-11	-6	26	-25	8
COc1ccc(NC(=O)/C(C#N)=C/c2ccc(C)o2)cc1	5.2%	-2.1	.	0	8	-9	-2	-14	-5
CC(=O)C1=C(C)NC(SCC(=O)c2ccc(Cl)cc2Cl)=C(C#N)C1c1ccco1 (configuration not stated)	-0.5%	0.5	-20	-5	-7	11	7	-7	-20
CC(=O)c1cccc(NC(=O)CSc2nc(=O)n(CCCN3CCOCC3)c3c2CCC3)c1	7.4%	0.6	-11	-7	-3	3	-2	-11	-5
CCCC(=O)OC(C(=O)Nc1cc(C(F)(F)F)ccc1Cl)c1ccccc1 (configuration not stated)	0.8%	1.9	3	-4	-2	.	5	8	-1
CCOC(=O)c1c(C)n(C)c2cc(-c3ccc(C)cc3)c(O)cc12	2.4%	1.5	4	2	5	-7	0	-6	20
O=c1[nH]c(-c2ccccc2O)nc2c1CCCC2	3.5%	0.3	29	0	8	-13	4	-2	-6
c1ccc(-n2c(SCc3nc(-c4cccs4)no3)nnc2-c2ccco2)cc1	1.1%	0.5	-2	0	-1	-24	10	-5	7
CNc1nc(SCc2ccccc2Cl)nc2c1CCCC2	2.0%	-0.9	-7	-2	-1	-4	10	-7	-1
O=C1NC(=Nc2cccnc2)S/C1=C/c1ccc(F)cc1	-2.6%	0.1	7	0	-4	-9	5	-14	4
NC(=O)CSc1nc2cc3c(cc2c(=O)n1CCCC(=O)NCc1ccc2c(c1)OCO2)OCO3	0.4%	-0.8	-1	-5	-1	-5	2	28	-5
CCOc1ccc(CN2CCNC(=O)C2CC(=O)NCCC2=CCCCC2)cc1 (configuration not stated)	-0.3%	1.0	-9	5	-1	-7	4	-6	4
Cc1c(Cl)c([N+](=O)[O-])nn1CC(=O)NCc1ccc(Cl)cc1	-0.3%	0.1	-8	-4	-8	-5	11	2	-7
CC(=O)c1ccc(NC(=O)C2CCC(CNS(=O)(=O)c3cccc4nsnc34)CC2)cc1 (configuration not stated)	2.0%	.	.	-6	2	-13	16	-20	0
O=C1CC(c2cccc([N+](=O)[O-])c2)c2cc3c(cc2N1)CCC3 (configuration not stated)	3.2%	1.6	-13	2	7	-12	2	1	9
O=c1c2oc3ccccc3c2ncn1Cc1ccc(Br)cc1	-0.5%	-1.4	.	-2	-5	-5	0	-11	2

Overlap with the part before: 4 compounds, followed by the next part.
SMILES	RXFP1 ag	D2 ag	D2 antag	D1 potentiator	TRHR enhancer	RXFP1 antag	D1 ag	D1 antagonist	D2 potentiator
Cc1c(Cl)c([N+](=O)[O-])nn1CC(=O)NCc1ccc(Cl)cc1	-0.3%	0.1	-8	-4	-8	-5	11	2	-7
CC(=O)c1ccc(NC(=O)C2CCC(CNS(=O)(=O)c3cccc4nsnc34)CC2)cc1 (configuration not stated)	2.0%	.	.	-6	2	-13	16	-20	0
O=C1CC(c2cccc([N+](=O)[O-])c2)c2cc3c(cc2N1)CCC3 (configuration not stated)	3.2%	1.6	-13	2	7	-12	2	1	9
O=c1c2oc3ccccc3c2ncn1Cc1ccc(Br)cc1	-0.5%	-1.4	.	-2	-5	-5	0	-11	2
COc1ccc(C)cc1N(CC(=O)N1CCOCC1)S(C)(=O)=O	-2.4%	1.2	-2	-7	-3	-1	0	4	-1
CC(=O)NC1=NN(C(C)=O)C(C)(c2cccc([N+](=O)[O-])c2)S1 (configuration not stated)	-0.1%	1.2	10	-5	-3	-16	0	6	3
COc1ccc(OCC(O)CN(C)C(=O)/C=C/c2cccc([N+](=O)[O-])c2)cc1 (configuration not stated)	3.2%	-0.7	-18	1	-1	-2	1	-5	1
O=S(=O)(c1ccc(NCCOCCO)nc1)N1CCCCC1	0.0%	0.3	28	0	-4	0	1	-17	14
O=C(NC12CC3CC(CC(C3)C1)C2)c1ccc(=O)oc1	1.0%	0.3	7	-7	1	-7	3	4	2
COc1ccc(CC(=O)NNS(=O)(=O)c2ccc(F)cc2)cc1	-3.4%	-1.1	2	.	-1	3	5	2	4
CCOc1ccc(C(=O)NCCCN2CCOCC2)cc1OCC	-0.9%	-0.3	-1	9	-3	1	1	-9	-3
CCOC(=O)COc1ccc(Br)cc1/C=C1\SC(N)=NC1=O	-1.6%	-0.3	-8	9	-8	11	4	5	-7
COc1ccc2c(c1)c1nc3ccccc3nc1n2CC(=O)OC(C)C	-0.7%	8.2	11	0	-1	4	3	-5	2
Cc1ccccc1N(C)C(=O)C1CCCN(c2ncnc3c2nc2n3CCCCC2)C1 (configuration not stated)	1.2%	-0.1	-4	3	1	-14	0	-7	15
O=C(c1cc(COc2c(F)cccc2F)on1)N1CCC(c2ccccc2F)C1 (configuration not stated)	-1.1%	0.9	-6	-5	-11	-8	14	23	-11
Cn1c(=O)c2c(nc(SCCN3CCOCC3)n2Cc2ccccc2)n(C)c1=O	7.1%	-0.1	-10	0	1	11	3	-3	-1
COc1ccccc1NC(=O)C1=C(C)Nc2ncnn2C1c1ccccn1 (configuration not stated)	-0.3%	0.5	.	-7	-3	3	-2	10	-7
